NFkB transloc inh = blocks IL-1B driven NFkB nuclear translocation in HUVEC cells; HUVEC IL-1B NFkB p65 nuclear translocation imaging; inhibition, % at 2 µM; actives 0.43% (n = 94,000); AID 796;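 active = inhibition above about 30% together with a positive call from visual inspection of the well image, limit read from the data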;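 note: nuclear over cytoplasmic p65 intensity ratio measured by imaging; 0% = IL-1B stimulated DMSO wells and 100% = unstimulated DMSO wells; values of inactives mirror those of a sister screen read the other way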
Bcl-B TR3 displacers = displacers of TR3 peptide from Bcl-B, primary screen, selectivity assay for Bfl-1 inhibitor project, biochemical, fluorescence polarization. FP displacement of FITC-TR3 peptide from Bcl-B; higher % means a stronger effect. one-dose displacement, % at 20 µM; IC50 in µM for titrated hits. actives 0.11% (n = 96,000). AID 748;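 active = displacement above 50% at 20 µM plus a fluorescence interference ratio under 1.5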;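 note: plate controls were wells without compound for no effect and wells lacking Bcl-B protein for full effect; a part of the inactive calls stands beside numbers as strong as those of hits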
PLAP inhibition = inhibition of human placental alkaline phosphatase – biochemical, luminescence, HTS (AID 690) | inhibition, % at 20 µM; hits with a dose series show IC50 in µM | actives 0.08% (n = 96,000) | purified PLAP, luminescent substrate; higher % means a stronger effect; in the data active = a potency from the dose series; inactive = the rest, 99 in 100 with inhibition below about 30%; note: strong numbers were not always called active
MRP resist rev = compounds reversing MRP-mediated drug resistance | H69AR cells + 2 uM doxorubicin, CellTiter-Glo, 72 h | differential viability (reversal), % at 10 µM | actives 0.04% (n = 85,000) | AID 602;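 active = viability drop by adding the cancer drug above about 55%, with treated viability meeting a 40% cutoff, limit read from the data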;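 note: viability without doxorubicin minus viability with 2 µM doxorubicin for each compound; larger differential means the compound sensitizes cells more to doxorubicin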
IL1B NFkB pot = enhances IL-1B driven NFkB nuclear translocation. actives 0.3% (n = 94,000). activation, % at 2 µM. HUVEC IL-1B NFkB p65 nuclear translocation imaging. AID 819;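 active = activation above 40%, about the mean plus 3 SD, also judged a hit on visual image review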;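 note: percent activation is computed from the nuclear over cytoplasmic p65 intensity ratio; values of inactives mirror those of a sister screen read the other way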
MRP resist rev cytotoxicity = also measured in MRP resist rev; calls as there; viability, %; H69AR cells, CellTiter-Glo, 72 h; measured here: cytotoxicity without doxorubicin
MRP resist rev with doxorubicin = also measured in MRP resist rev; calls as there; viability, %; measured here: viability with 2 uM doxorubicin; active compounds read low
NFkB transloc inh cell count 2 µM = further read-out of NFkB transloc inh, marked with its call; cell count; measured here: cells passing quality filter;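 raw number of nuclei counted in each imaged well without normalization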
IL1B NFkB pot cell count 2 µM = further read-out of IL1B NFkB pot, marked with its call; cell count; measured here: cells passing quality filter
* hit, by the source's call; nt = no result given.

SMILES | NFkB transloc inh | NFkB transloc inh cell count 2 µM | Bcl-B TR3 displacers | PLAP inhibition | MRP resist rev | MRP resist rev cytotoxicity | MRP resist rev with doxorubicin | IL1B NFkB pot | IL1B NFkB pot cell count 2 µM
O=C(c1cc(-c2ccccc2)nc2ccccc12)N1CCOCC1 | 13 | 96 | -10% | -5% | 14 | 94 | 80 | -13 | 96
COC(=O)c1ccccc1NC(=O)CCNC(=O)Cn1cnc2ccccc2c1=O | -26 | 115 | 13% | 3% | 3 | 91 | 88 | 26 | 115
CCOC(=O)COc1ccc2nsnc2c1Cl | 13 | 139 | -17% | 11% | -14 | 84 | 98 | -13 | 139
CCc1ccc(CN/C=C/C(=O)c2ccc(Br)cc2)cc1 | -10 | 80 | -5% | 60% | 13 | 95 | 82 | 10 | 80
COC(=O)c1cc2c(C)nn(-c3ccccc3)c2s1 | 2 | 55 | -2% | 14% | 3 | 67 | 64 | -2 | 55
Cc1ccc(CN(c2ccc(C(=O)Nc3cccnc3)cc2)S(C)(=O)=O)cc1 | -9 | 83 | 4% | -39% | 23 | 102 | 79 | 9 | 83
COc1ccc(/C(O)=C/C(=O)C(=O)Nc2c(C)n(C)n(-c3ccccc3)c2=O)cc1 | -4 | 115 | 9% | -8% | nt | nt | nt | 4 | 115
Cc1cc(C)nc(SCC(=O)c2c(N)n(C)c(=O)n(C)c2=O)n1 | -16 | 167 | -1% | 14% | -6 | 91 | 97 | 16 | 167
c1ccc(CNc2ncnc3c2cnn3Cc2ccccc2)cc1 | 4 | 115 | nt | nt | -32 | 26 | 58 | -4 | 115
CC1=Nc2ccccc2/C1=C\c1nc(-c2ccc(C(F)(F)F)cc2)oc1O | -5 | 158 | -266% | 7% | -1 | 84 | 86 | 5 | 158
COc1ccccc1CNCc1ccc(OC)c(OC)c1OC | -6 | 132 | nt | nt | 13 | 82 | 69 | 6 | 132
O=C(O)C1C2C=CC(C2)C1C(=O)Nc1cccc(C(=O)N2CCCCC2)c1 (stereo not drawn) | 16 | 146 | 17% | -1% | -4 | 98 | 102 | -16 | 146
CCOC(=O)c1cccnc1SCC(=O)N(CC)c1cccc(C)c1 | 6 | 160 | 4% | -17% | -3 | 67 | 70 | -6 | 160
CC(C)(C)NC(=O)CSc1nncn1NCc1ccccc1 | nt | nt | -6% | 16% | -5 | 96 | 101 | nt | nt
CCN1CCn2c3c(c4cc(Cl)ccc42)CCCC31 (stereo not drawn) | 4 | 154 | 16% | -7% | 17 | 96 | 78 | -4 | 154
CCOC(=O)N1CCN(c2nc(-c3ccc(Cl)cc3)cs2)CC1 | nt | nt | -27% | 0% | 2 | 92 | 90 | nt | nt
O=C(CN1C(=O)c2ccccc2C1=O)NCC1CCCO1 (stereo not drawn) | 11 | 134 | -2% | -13% | nt | nt | nt | -11 | 134
Cc1cc(NC(=O)CSc2nc(-c3ccc(F)cc3)cs2)no1 | -26 | 157 | -3% | 20% | 4 | 104 | 100 | 25 | 157
COc1ccc(CCN2C(=S)NC3CC2(C)Oc2ccc([N+](=O)[O-])cc23)cc1OC (stereo not drawn) | 2 | 160 | 11% | -2% | -10 | 55 | 65 | -2 | 160
COCCNS(=O)(=O)c1cccn1-c1ncc(C(F)(F)F)cc1Cl | -4 | 158 | 7% | -10% | 2 | 103 | 101 | 4 | 158
CC(C)CC(=O)c1c[nH]c(C(=O)NCc2cccs2)c1 | -11 | 150 | 4% | -2% | 11 | 102 | 91 | 11 | 150
COC(=O)c1nc(C(=O)OC)c(C(=O)OC)nc1C(=O)OC | -13 | 150 | 4% | -3% | -13 | 92 | 105 | 13 | 150
Cc1cnc(NC(=O)CSc2nnc(-c3ccccc3)n2Cc2ccccc2)s1 | 0 | 179 | nt | nt | -7 | 53 | 60 | 0 | 179
O=C(Nc1ccc(CCC(=O)N2CCCC2)cc1)c1ncn[nH]1 | 2 | 88 | 3% | -3% | 0 | 94 | 93 | -2 | 88
CC1(C)OC(=O)C(=NNc2ccc(O)cc2)C(=O)O1 | -5 | 165 | -38% | 12% | -5 | 59 | 63 | 5 | 165
Cc1ccc(NC(=O)c2ccc(-n3cccn3)c([N+](=O)[O-])c2)cc1C | -1 | 88 | -12% | 0% | nt | nt | nt | 1 | 88
CCOc1cc(N2CCOCC2)c(OCC)cc1NC(=O)CC12CC3CC(CC(C3)C1)C2 | -5 | 186 | 10% | -71% | nt | nt | nt | 5 | 186
c1ccc2c(-c3nc4ncccc4o3)cccc2c1 | -2 | 128 | 0% | 31% | -12 | 72 | 84 | 2 | 128
CCOc1nc(NCc2ccco2)nc(Nc2ccccc2F)n1 | 2 | 115 | nt | nt | 17 | 99 | 82 | -2 | 115
Cc1cc(C(=O)CSc2n[nH]c(N)n2)c(C)n1-c1cc(F)ccc1F | -3 | 111 | -4% | -142% | -5 | 74 | 79 | 3 | 111
CCOC(=O)C1=C(Nc2ccc(Br)cc2)CC(C)(O)C(C(=O)OCC)C1c1ccccc1 (stereo not drawn) | 12 | 147 | 9% | 1% | nt | nt | nt | -12 | 147
Cn1nc([N+](=O)[O-])nc1Oc1ccccc1N | -17 | 147 | -10% | 11% | -13 | 97 | 110 | 17 | 147
CCc1nc(NCC2CCCO2)c2oc3ccccc3c2n1 (stereo not drawn) | -5 | 82 | 2% | -59% | -15 | 72 | 87 | 5 | 82
CNC(=O)CSc1nnc(-c2cc(C)cc(C)c2)o1 | -3 | 142 | -13% | 4% | 17 | 91 | 74 | 3 | 142
CCCC(=O)Nc1nc2nc(-c3ccccc3)cc(-c3ccccc3)n2n1 | -5 | 128 | -3% | 7% | -8 | 72 | 81 | 5 | 128
Cc1sc2ncnc(Nc3ccccc3)c2c1C | -16 | 47 | -6% | 5% | 9 | 75 | 66 | 16 | 47
CCOCCCNC(=O)CCNS(=O)(=O)c1ccc(C)cc1 | 10 | 90 | -4% | 14% | -14 | 87 | 101 | -11 | 90
CCOC(=O)COc1ccc2c(c1)C(=O)CC(C)(C)O2 | -22 | 126 | -12% | 8% | nt | nt | nt | 22 | 126
COc1ccc2c(=O)c3c(=O)n(Cc4ccco4)c(-c4ccc(C)cc4)nc3oc2c1 | 11 | 118 | 0% | -50% | -9 | 88 | 97 | -11 | 118
CN(Cc1ccccc1)Cc1nc2c(c(=O)n(C)c(=O)n2C)n1CCc1ccccc1 | -7 | 76 | nt | nt | 4 | 78 | 74 | 7 | 76
CCCn1c(SCC(=O)N2CCc3ccccc32)nnc1-c1ccco1 | -6 | 161 | -8% | -40% | 20 | 99 | 78 | 6 | 161
CCOC(=O)c1sc(NC(=O)c2ccc(S(=O)(=O)N3CCOCC3)cc2)cc1C | -25 | 181 | 2% | 7% | -10 | 69 | 78 | 25 | 181
COc1ccc(CC(=O)NC2CC(C)(C)NC(C)(C)C2)cc1 | -12 | 81 | nt | nt | -16 | 88 | 104 | 12 | 81
CCn1c2c(c3ccc(OC)cc31)CCCC2=O | 18 | 92 | -4% | -9% | 8 | 89 | 81 | -18 | 92
O=S(=O)(c1ccc(Cl)cc1)N1CCN(c2ccc(N3CCOCC3)nn2)CC1 | nt | nt | 1% | -14% | 1 | 97 | 96 | nt | nt
O=C(CSc1nc2ccccc2o1)NCc1ccc2c(c1)OCO2 | -3 | 69 | 1% | -8% | nt | nt | nt | 3 | 69
Cc1cc(C(=O)COC(=O)CCC(=O)c2ccc3c(c2)OCCO3)c(C)n1Cc1ccco1 | 14 | 73 | -28% | -45% | 0 | 99 | 98 | -14 | 73
c1csc(-c2noc(COc3ccc4c(c3)CCCC4)n2)c1 | -29 | 145 | -4% | 2% | -16 | 63 | 79 | 29 | 145
Cc1ccc2oc(=O)c3cnn(CC(=O)NC4CCCCC4C)c3c2c1 (stereo not drawn) | 13 | 207 | -5% | -16% | 14 | 90 | 76 | -13 | 207
CC(=O)c1cccc(NC(=O)c2cc(-c3ccc(C)cc3)on2)c1 | 4 | 123 | -5% | 9% | -18 | 88 | 106 | -4 | 123
Cc1ccc(S(=O)(=O)N2CC3CCC2C3)cc1 (stereo not drawn) | 10 | 120 | -13% | -3% | -4 | 111 | 116 | -10 | 120
O=C(NC(NC1CCS(=O)(=O)C1)C(=O)c1cccs1)c1ccccc1 (stereo not drawn) | -12 | 180 | -8% | 10% | 8 | 99 | 91 | 12 | 180
c1coc(CNc2c3c(nc4ncnn24)CCC3)c1 | 8 | 103 | 1% | 8% | 20 | 95 | 76 | -8 | 103
CCOC(=O)/C(C#N)=C(\N)C(C)C(=O)Nc1ccccn1 (stereo not drawn) | 24 | 67 | -8% | 5% | -2 | 87 | 89 | -24 | 67
CC(C)C(OC(=O)c1ccco1)C(=O)NCc1ccco1 (stereo not drawn) | nt | nt | -3% | -18% | -7 | 80 | 87 | nt | nt
CCC(C)N=CC1=C(O)C(C(=O)OC)C(C)(C)CC1=O (stereo not drawn) | -10 | 138 | nt | nt | 2 | 89 | 87 | 10 | 138
CCN1CCN(Cc2ccc(NC(=O)Nc3ccccc3)cc2)CC1 | 15 | 54 | 0% | 5% | nt | nt | nt | -15 | 54
Fc1cc(F)c(F)c(SCCc2ccncc2)c1F | -20 | 72 | -4% | 3% | -5 | 74 | 79 | 20 | 72
Cn1c(=O)c2c(ncn2CC(=O)OCc2ccccc2)n(C)c1=O | -12 | 112 | 6% | 15% | 8 | 96 | 88 | 12 | 112
O=C(c1cc(-c2ccccc2O)on1)N1CCCC1 | -1 | 46 | -17% | 2% | -6 | 86 | 92 | 1 | 46
Other records follow:
SMILES | NFkB transloc inh | NFkB transloc inh cell count 2 µM | Bcl-B TR3 displacers | PLAP inhibition | MRP resist rev | MRP resist rev cytotoxicity | MRP resist rev with doxorubicin | IL1B NFkB pot | IL1B NFkB pot cell count 2 µM
CC(NC(=O)Cn1nc(C(F)(F)F)c2c1CCC2)c1ccccc1 (stereo not drawn) | -2 | 95 | 5% | 1% | 8 | 105 | 96 | 2 | 95
CCn1nnc(-c2ccccc2NC(=O)c2cc(OC)cc(OC)c2)n1 | -6 | 154 | 8% | 12% | -8 | 72 | 79 | 6 | 154
COc1cc(NC(=O)C2CCCO2)c(C(=O)O)cc1OC (stereo not drawn) | 1 | 161 | -7% | -10% | nt | nt | nt | -1 | 161
CCOc1ccccc1CNCCO | 3 | 168 | nt | nt | 12 | 91 | 79 | -3 | 168
O=C(NC1CCN(Cc2ccccc2)CC1)C1CCN(c2nnc(-n3cccc3)s2)CC1 | nt | nt | 12% | -57% | 3 | 89 | 87 | nt | nt
CC(c1cccnc1)N(CCN(C)C)C(=O)Nc1ccc(Cl)c(Cl)c1 (stereo not drawn) | 8 | 181 | nt | nt | 9 | 80 | 72 | -8 | 181
Cc1c(C(=O)OC(C)C)[nH]c2c1C(=O)CCC2 | 1 | 106 | -1% | 3% | 13 | 103 | 90 | -1 | 106
CCCC(=O)Nc1nc2ccc(NC(=O)c3cccnc3)cc2s1 | 4 | 119 | -1% | 15% | nt | nt | nt | -4 | 119
COc1ccc(S(=O)(=O)N2CCN(C(=O)COc3ccc4c(C)cc(=O)oc4c3)CC2)cc1 | -6 | 210 | 8% | -29% | -2 | 88 | 90 | 7 | 210

Bioassay records from PubChem BioAssay.

The list is partial; rates above refer to the full screens.
